# TGFb SMAD3 inh – blocks TGF-b signaling | HepG2 CAGA-GFP TGF-b/SMAD3 reporter, GFP fluorescence, 18 h; TGF-beta stimulated, 500 pg/mL final | Potency, µM (highest dose often 46.1 µM), inactives show at the top dose activity, negative = inhibition, actives largely listed as inhibitors | 1.2% of 410,000 active; further: potency means the concentration at half of the fitted maximal effect; on the % scale 0 is the no-effect control and ±100 the full control effect; nearly all actives have a fitted effect of over 65% in size
#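 Inhibition of TGF-beta-driven CAGA-GFP reporter expression in HEPG2 cells is measured by cellular GFP fluorescence after 18 h stimulation with 500 pg/mL recombinant TGF-beta in 1% FBS medium at 37 degrees C.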
# CCT modulator – modulators of cytosolic chaperonin (CCT/TRiC) activity. AID 651819. purified chaperonin ATPase assay, HTRF ADP detection, 30 min. activity change, % (no concentration beside the values), hits read low. 0.3% of 360,000 active; in the data active means activity change below about -30%; further: on the % scale 0 is the no-effect control and ±100 the full control effect
#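 Nucleotide hydrolysis assay: TRiC at 20–40 nM final (set by batch activity) with 10 uM ATP, 30 min at 37 °C, in presence of 76 uM compound. Detection by competitive ADP HTRF, 30 min ambient.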
# HepG2 viability – kills HepG2 cells in TGF-b inhibitor counter-screen; HepG2 CAGA-GFP viability, ATP luminescence, 18 h; Potency, µM (doses to about 46.1 µM), for the others: at the top dose activity change, negative = cytotoxicity, hits mostly cytotoxic; 0.76% of 410,000 active; further: potency means the concentration at half of the fitted maximal effect; some results filed as inactive show a strong effect at the top dose
#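 CellTiter-Glo luminescence gave cytotoxicity after 18 hours at 37 degrees C. The cells were HepG2 CAGA-GFP in 1% FBS DMEM, stimulated with 500 pg/mL TGF-beta after compound addition. %Activity was normalised to no-cell wells (complete cell-killing) and DMSO (no toxicity), and curves were fitted and classified.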
# Nrf2 inh – blocks Nrf2 signaling; A549 ARE-Fluc reporter, luciferase luminescence, 18-24 h; Potency, µM (doses to about 46 µM), without a hit: top-dose activity change, negative = inhibition, hits mostly inhibitors; 2.1% of 360,000 active; AID 504444; further: potency means the concentration at half of the fitted maximal effect; on the % scale 0 is the no-effect control and ±100 the full control effect; nearly all actives have a fitted effect of over 60% in size
#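 Nrf2 activity is the BugLite luminescence, read 15 min after reagent at room temperature, following CellTiter-Fluor cytotoxicity readout (30 min, 37C). Compound titrations were applied for 18-24 h to 5000 A549 ARE_Fluc cells/well in 5% FBS OPTI-MEM.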
# Akt phos inh – blocks phosphorylation of Akt. activity change, % for hits at 50 µM. 0.32% of 360,000 active. Neuro2A IGF-stimulated pAkt S473 HTRF, 20 min; active compounds read low. AID 651550; in the data active means activity change below about -80%; inconclusive means mostly about -51% to -80%; further: on the % scale 0 is the no-effect control and ±100 the full control effect
#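 Single-point screen (50 µM final compound) in Neuro2A cells stimulated 20 min with 6 nM IGF at 37 deg C. After lysis, Ser473-phosphorylated Akt read by HTRF (ex 330 nm, em 615/665 nm) as the 665/615 ratio.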
# Nrf2 ARE act – activates Nrf2 signaling; AREc32 ARE-luciferase reporter (MCF7-derived line), luminescence, 24 h; Potency, µM (doses to about 46.1 µM), inactives show at the highest dose activation, usual class: activators; 0.31% of 410,000 active; AID 624171; further: potency means the concentration at half of the fitted maximal effect; % of control where 0% means no effect; nearly all actives have a fitted effect of over 65% in size
#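 ARE-driven firefly luciferase activity in AREc32 cells measured after a 24 hr compound exposure at 37 deg C, using Steady-Glo reagent and a 30 min room-temperature hold.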
# MmCpn inh – inhibitors of Methanococcus maripaludis chaperonin (MmCpn). purified Mm-Cpn ATPase, ADP Transcreener TR-FRET. Potency, µM (series often up to 76.9 µM), inactives show at the highest dose activity, negative = inhibition, actives largely listed as inhibitors. 0.031% of 330,000 active. AID 504842; further: potency means the concentration at half of the fitted maximal effect; on the % scale 0 is the no-effect control and ±100 the full control effect; nearly all actives have a fitted effect of over 80% in size
#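 Eu-cryptate anti-ADP/ADP-d2 competition gives a ratio inversely related to ADP. Enzyme at 25 nM was pre-exposed to compound for 10 min, then given 10 uM ATP for 30 min, 37°C throughout.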
# A549 tox – counter-screen for Nrf2 inhibitors: cytotoxicity in A549 cells; A549 ARE-Fluc cells, CellTiter-Fluor viability, 18-24 h; Potency, µM (top dose mostly 46 µM), without a hit: at the highest dose activity change, negative = cytotoxicity, usual class: inhibitors; 0.16% of 390,000 active; AID 504648; further: potency means the concentration at half of the fitted maximal effect; on the % scale 0 is the no-effect control and ±100 the full control effect
#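 Cytotoxicity counterscreen: CellTiter-Fluor fluorescence was measured in A549 ARE_Fluc cells after 18-24 h of compound exposure in a concentration series. The subsequent BugLite luminescent read reports ARE-luciferase activity.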
# Abeta yeast res – compounds reversing amyloid beta toxicity in yeast | yeast expressing A-beta42, growth rescue, OD600, 48 h; response scale: 0% DMSO, 100% iron-clioquinol control | 0.063% of 410,000 active | Potency, µM (highest dose often 46.1 µM), for inactives: top-dose growth rescue, most hits filed as activators | AID 1347071; further: potency means the concentration at half of the fitted maximal effect; nearly all actives have a fitted effect of over 55% in size
#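 Yeast growth medium received pinned compounds, then yeast cells expressing toxic A-beta were added; plates incubated at 30 C for 48 hr. Growth read as absorbance at 600 nm, normalized to DMSO and equimolar FeCl3 plus clioquinol controls.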
# The depositor's hits bear a star; i = inactive; ? = inconclusive; nt = not tested or not shown; & = joins results of further samples; [ ] = dose if it differs, or a comment. Unless noted, the call rests on the fitted dose curve; in most records, active means well fitted curve in the direction sought with a large enough effect; inconclusive means small, poorly fitted or top-dose-only effect, or another doubt; inactive means no such curve, though single readings can be large; an effect the other way counts as inactive or inconclusive. Not a hit list, and some 4.3% of all compounds hit somewhere here.
SMILES,TGFb SMAD3 inh,CCT modulator,HepG2 viability,Nrf2 inh,Akt phos inh,Nrf2 ARE act,MmCpn inh,A549 tox,Abeta yeast res
CCCN1CCC(NC(=O)Cc2ccccc2OC)CC1,-20%,-1.0,-3%,?,i,2.0%,0%,24%,5%
COc1ccc(N2CCN(C(=O)c3ccc(CNc4c(N5CCOCC5)c(=O)c4=O)cc3)CC2)cc1,-8%,-1.3,-30%,14%,i,3.1%,0%,-5%,-9%
CC(C)c1ccc(NC(=O)C2=CC=CN3CCS(=O)(=O)N=C23)cc1,15%,3.2,25%,?,i,9.8%,0%,1%,7%
COc1ccc(NC(=O)c2ccc3c(c2)c(C)c(C)n3Cc2ccc(F)cc2)c(OC)c1,0%,nt,-33%,?,nt,0.6%,nt,11%,-9%
CC(C(=O)NCc1ccccc1)N1C(=O)C2CC=C(Cl)CC2C1=O (stereo not drawn),16%,-1.1,-2%,nt,i,-0.3%,2%,13%,11%
CN(C)CCN1C(=O)C(O)=C(C(=O)c2ccco2)C1c1ccccc1F (stereo not drawn),-3%,0.9,-14%,5%,-121%*,-0.5%,0%,0%,15%
COc1ccc(C2CC(c3cccc(C)c3)n3nc(N)nc3N2)cc1 (stereo not drawn),-1%,0.3,-3%,-25%,i,-0.9%,2%,1%,3%
COc1ccc(-c2cc(C(=O)N3CCN(c4ccc(F)cc4)CC3)no2)cc1,1%,-1.2,2%,?,i,0.4%,1%,-6%,8%
Cc1cc(=O)c(C(=O)Nc2cccc(N3CCCC3=O)c2)nn1-c1ccccc1Cl,15%,-3.0,-34%,12%,i,1.8%,0%,9%,-3%
CC1(C)C2CCC(C2)C1C/C=N/NC(N)=S (stereo not drawn),?,-1.2,-41%,-10%,i,29%,-2%,-2%,-1%
CN(CCc1ccccc1)C(=O)c1ccc(NC(=O)Cc2ccc(NC(=O)C3CCN(C(=O)C4CC4)CC3)cc2)cc1,-8%,-1.4,-21%,?,i,6.0%,nt,7%,-14%
CCOc1ccccc1CNC(=O)CCCn1ncn2c(cc3occc32)c1=O,?,1.3,-29%&1%,0%&-3%,i,-0.4%&-0.7%,2%,12%&2%,-10%
CCc1cc(=O)oc2cc(C)cc(OC(C)C(=O)NC3CCN(Cc4ccccc4)CC3)c12 (stereo not drawn),-3%,-2.9,-18%,?,i,0.1%,0%,?,6%
Cc1nc(-c2cccc(NS(=O)(=O)c3cccc4ccccc34)c2)cs1,0%,-2.4,-20%,-9%,i,0.3%,0%,-12%,-11%
CC(=O)c1ccc(N2CCN(C(=O)CCCc3nc4ccccc4s3)CC2)cc1,-26%,-0.6,-45%,15µM*,i,1.9%,1%,3%,-6%
CCOC(=O)C1=C(COC(=O)CC(C)c2ccccc2)NC(=O)NC1C (stereo not drawn),16%,-0.4,-6%,2%,i,0.5%,-4%,-2%,12%
O=C(CSc1n[nH]c(-c2cccnc2)n1)Nc1ccc([N+](=O)[O-])cc1Br,4%,0.4,17%,?,i,-0.8%,1%,-9%,-2%
COc1ccc(N/C=C2/Sc3ccccc3NC2=O)cc1,-7%,2.3,-22%,?,i,?,-8%,-5%,6%
Cc1ccccc1C(=O)Nc1ccccc1-c1nnn(CC(=O)Nc2ccc3c(c2)OCCO3)n1,-14%,-3.3,-36%,-8%,i,-0.5%,-2%,-29%,-4%
COc1ccccc1CNC(=O)COC(=O)c1ccc(S(=O)(=O)N2CCCC2)cc1,-7%,-1.1,-2%,17%,i,-0.6%,3%,2%,13%
COc1ccc2nc(NC(=O)Cn3cnc4ccccc4c3=O)sc2c1,-9%,1.7,-14%,-28%,i,3.0%,1%,0%,4%
COc1ccccc1/C=C/C(=O)c1ccc(Cl)cc1,?,-4.1,-85%,9%,i,?,1%,21%,-13%
O=C(NC(=S)Nc1ccc2cn[nH]c2c1)c1ccccc1,21%,-2.1,1%,?,i,0.5%,1%,0%,8%
COc1ccc(NC(=O)c2[nH]ncc2[N+](=O)[O-])cc1,-3%,-4.2,14%,?,i,-0.9%,2%,-18%,-2%
Cc1nn(-c2ccccc2)c(C)c1C(=O)OCC(=O)NC(=O)NC1CCCC1,?,-0.1,-6%,?,i,3.0%,1%,-17%,5%
CSc1ccc(CCNc2ncnc3onc(C)c23)cc1,8%,nt,0%,7.3µM*,nt,2.0%,nt,4%,6%
COc1cc(NC(=O)c2ccc3nsnc3c2)cc(OC)c1OC,16%,3.2,0%,8%,i,0.8%,0%,1%,-5%
COc1ccc2[nH]c(=O)c(CN(CCO)S(=O)(=O)c3c(C)ccc4nsnc34)cc2c1,-2%,-0.2,-13%,-8%,i,0.1%,-4%,-1%,2%
CCOC(=O)Cn1nc(C)n(-c2c(C)cccc2C)c1=O,8%,1.1,1%,14%,i,0.0%,-1%,-3%,-7%
O=C(COc1ccccc1)N1CCN(S(=O)(=O)c2ccc(Cl)cc2)CC1,-13%,-2.9,-5%,nt,i,-1.0%,0%,9%,-26%
N#Cc1nc(COc2ccccc2F)oc1NCc1ccc(F)cc1,0%,-2.2,-4%,-5%,i,5.7%,0%,-8%,2%
CS(=O)(=O)Nc1ccc(C2=NN(C(=O)CCCC(=O)O)C(c3cccs3)C2)cc1 (stereo not drawn),64%[activator],-2.3,0%,13%,i,0.2%,-3%,-13%,6%
COc1ccc(N2CCN(C(=O)c3ccc4c(=O)n(CC5CCCO5)c(=O)[nH]c4c3)CC2)cc1 (stereo not drawn),0%,-2.4,-8%,?,i,0.2%,2%,1%,11%
O=C(Nc1ccc(C(=O)O)cc1)/C(=C\c1ccc2c(c1)OCO2)NC(=O)c1ccco1,10%,-2.4,5%,8%,i,-0.6%,0%,0%,14%
CCOC(=O)C(=O)N(C)c1c(CC)nc2c(OCc3ccc(Cl)cc3)cccn12,?,-0.8,-24%,nt,i,-1.2%,nt,nt,-13%
COc1ccccc1N1CCN(S(=O)(=O)c2ccc(NC(C)=O)cc2)CC1,3%,1.6,-25%,?,i,-0.2%,-5%,10%,13%
Cc1ccc(SC(CC(=O)c2ccc(C(C)(C)C)cc2)C(=O)O)cc1 (stereo not drawn),?,2.0,-111%,?,i,?,-2%,-14%,-72%[inhibitor]
CCN1C(=O)N(CC)C2C1N(CO)C(=O)N2CO (stereo not drawn),10%,-6.1,-1%,3%,i,-0.5%,-4%,3%,-9%
COC(=O)c1cc2nc(-c3ccc(OC)c(OC)c3)cc(C(F)(F)F)n2n1,27%,1.2,5%,nt,i,0.1%,-3%,8%,-8%
Cc1ccccc1CN1CCC(CNC(=O)c2cc3ccc4cccnc4c3[nH]2)CC1,?,nt,13µM*,?,nt,17%,nt,?,0%
O=C(COC(=O)Cc1ccc(Cl)cc1)NCCc1ccccc1,-14%,0.4,-3%,7%,i,-0.4%,0%,0%,-7%
COc1ccc(-c2cc(OC(=O)c3ccccc3Cl)c3c(C)oc(C)c3c(=O)c2)cc1OC,?,nt,-26%,-11%,nt,10.0%,nt,4%,1%
O=C(Nc1ccccc1F)C(=Cc1sc(N2CCOCC2)nc1-c1ccccc1)C(=O)Nc1ccccc1F,25%,1.7,10%,-4%,i,0.3%,-1%,-20%,7%
Nc1c(Cl)cc(-c2cn(CCC(=O)O)c(-c3ccncc3)n2)cc1Cl,?,-1.5,-1%,0%,i,-0.9%,-2%,-3%,-3%
CCN(CC)C(=O)CSc1nc2cc3c(cc2c(=O)n1Cc1ccc(C(=O)NCCc2ccc(OC)c(OC)c2)cc1)OCO3,-2%,nt,1%,nt,nt,0.6%,nt,-5%,-11%
C=CCN1C(=O)C(CC(=O)NCC)SC1=Nc1ccccc1OC (stereo not drawn),4%,-1.0,-3%,-3%,i,-0.3%,-1%,-9%,3%
O=c1[nH][nH]c(=O)c(Cl)c1Cl,1%,-1.2,9%,17%,i,-0.3%,nt,1%,-10%
CCCC(O)(c1ccc(OC)cc1)C(CN(C)C)c1ccccc1 (stereo not drawn),-1%,-2.8,-1%,3%,i,0.0%,4%,0%,12%
COC(=O)c1nn(-c2ccc(F)cc2)ccc1=O,-2%,0.6,17%,6%,i,0.1%,1%,0%,-12%
Cc1cc(NC(=O)c2ccc3nccnc3c2)ccc1Br,3%,-4.0,-20%,?,i,3.0%,-15%,-5%,0%
CN(CC(=O)OCC(N)=O)S(=O)(=O)c1ccc(Cl)cc1,2%,0.3,9%,-8%,i,-0.2%,-2%,2%,-13%
O=C(/C=C/c1ccccc1Cl)N1CCCN(C(=O)/C=C/c2ccccc2Cl)CC1,-1%,1.5,-25%,-14%,i,0.1%,-2%,-3%,0%
CCOC(=O)c1cn(CC)c2cc(F)c(F)cc2c1=O,-9%,-2.9,10%,-8%,i,0.1%,2%,-2%,8%
CCOC(=O)CN(C)C(=O)C1CC(CO[Si](C)(C)C(C)(C)C)=CN1C(=O)OC(C)(C)C (stereo not drawn),-16%,nt,-3%,10%,nt,nt,nt,0%,nt
CCC(=O)N1CCN(c2ccccc2NC(=S)NC(=O)c2ccco2)CC1,6%,-1.9,1%,-7%,i,4.9%,1%,-3%,-1%
